# HIV peptide binding: inhibitors of HIV fusion peptide binding, primary screen, biochemical, uHTS, fluorescence dequenching (AID 1986). 290,000 tested, 0.3% active. one-dose inhibition, % at 20 µM; IC50 in µM for titrated hits. cell-free peptide binding, fluorescence dequenching, 30 min; higher % means a stronger effect; in the data active means inhibition mostly above about 52%, no sharp cut-off; inactive means mostly below about 76%; further: some results filed as inactive read as strong as hits
# NOD1 NF-kB reporter: NOD1 signaling inhibitors, primary screen, cell-based, luminescence, uHTS (AID 1578); NOD1-driven NF-kB luciferase reporter cells, luminescence; higher % means a stronger effect; inhibition, % at 4 µM; hits with a dose series show EC50 in µM; 290,000 tested, 1% active; in the data active means inhibition mostly above about 36%, no sharp cut-off; inactive means mostly below about 34%;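 further: HEK-293T reporter cells stimulated with the NOD1 agonist gamma-tri-DAP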
# KOR beta-arrestin-1: KOR agonists, beta-arrestin recruitment, primary screen, cell-based, luminescence, uHTS (AID 1777); KOR beta-arrestin recruitment, luminescence; higher % means a stronger effect; activation, % at 10 µM; hits with a dose series show EC50 in µM; 280,000 tested, 0.02% active; in the data active means activation above about 50%, passing the limit was not always enough; further: a part of the inactive calls stands beside numbers as strong as those of hits
# NS5 inhibitors: Dengue-2 NS5 methyltransferase inhibitors, primary screen, biochemical, confirmation dose response (AID 588689); Dengue-2 NS5 methyltransferase capping enzyme assay, biochemical; higher % means a stronger effect; inhibition, % at 25 µM; hits with a dose series show IC50 in µM; 340,000 tested, 0.3% active; in the data active means a potency from the dose series
# KOR beta-arrestin-2: KOR antagonists, beta-arrestin recruitment, cell-based, luminescence, uHTS (AID 1778). KOR beta-arrestin recruitment, luminescence, antagonist mode; higher % means a stronger effect. 290,000 tested, 0.091% active. inhibition, % at 10 µM; hits with a dose series show IC50 in µM; in the data active means inhibition above about 50%; further: strong numbers were not always called active
# West Nile antiviral: West Nile virus antiviral activity, cell-based, CPE readout (AID 1621). West Nile virus-infected cells, CPE inhibition; higher % means a stronger effect. CPE inhibition, % at 10 µM, or IC50 in µM where a hit was titrated. 290,000 tested, 0.02% active; in the data active means a potency from the dose series; further: strong numbers were not always called active
# GPR55 LPI antagonism: GPR55 antagonists blocking LPI-driven arrestin recruitment, primary screen, imaging, U2OS, beta-arrestin-GFP, LPI agonist (AID 2013). U2OS GPR55 beta-arrestin-GFP translocation imaging, LPI antagonism; higher % means a stronger effect. inhibition, % at 10 µM, or IC50 in µM where a hit was titrated. 290,000 tested, 0.13% active;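 active means spots per cell inhibited over 60%, with over 100 cells counted and total cytoplasm intensity under 500,000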;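 further: U2OS cells stably carrying GPR55 and arrestin-GFP stimulated by 5 µM LPI near EC80; imaged beta-arrestin-GFP aggregate spots per cell after agonist stimulation; plate controls were LPI-stimulated DMSO wells for no effect and DMSO wells without LPI for full effect; some results filed as inactive read as strong as hits; confirmed hits need IC50 under 10 µM and bright autofluorescent wells are also inconclusive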
# GPR55 activation: selective activators of receptor GPR55 – imaging, U2OS cells, beta-arrestin-GFP redistribution, primary screen (AID 1961); 290,000 tested, 0.048% active; U2OS GPR55 beta-arrestin-GFP redistribution imaging; higher % means a stronger effect; one-dose activation, % at 10 µM; EC50 in µM for titrated hits;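 active means activation above 40% with more than 50 cells counted in the well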;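 further: U2OS osteosarcoma cells stably expressing GPR55 and beta-arrestin-GFP; plate controls were DMSO negative control for no effect and LPI positive control for full effect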
# GPR35 antagonists: inhibition of zaprinast-stimulated GPR35 beta-arrestin translocation – imaging, U2OS, beta-arrestin-GFP, zaprinast agonist, primary screen (AID 2058); 290,000 tested, 0.052% active; inhibition, % at 10 µM; hits with a dose series show IC50 in µM; U2OS GPR35 beta-arrestin-GFP translocation imaging, zaprinast antagonism; higher % means a stronger effect;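 active means inhibition of at least 50% with at least 30 cells and total cytoplasm GFP at most 10,000,000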
# NS5 inhibitors pilot replicate: recorded beside NS5 inhibitors, whose call it bears; inhibition, %; measured here: pilot screen replicate inhibition
# The depositor's hits bear a star; x = not tested or not shown; [ ] = another dose, or the depositor's remark. These rows are one share of the data, so the mix of outcomes need not match the whole.
SMILES,HIV peptide binding,NOD1 NF-kB reporter,KOR beta-arrestin-1,NS5 inhibitors,KOR beta-arrestin-2,West Nile antiviral,GPR55 LPI antagonism,GPR55 activation,GPR35 antagonists,others
O=C(COC(=O)c1cccc(N2C(=O)c3ccccc3C2=O)c1)Nc1ccccc1,-0.1%,-26%,0.5%,-2%,-2%,-0.2%,2%,0.2%,2%,
O=C(Nc1ccccc1NC(=O)c1c(F)c(F)c(F)c(F)c1F)c1c(F)c(F)c(F)c(F)c1F,2.7%,-11%,4.7%,-11%,-39%,-0.8%,1%,-0.1%,3%,
COc1cccc(CN(C)C(=O)c2cc(COc3c(F)cccc3F)on2)c1,-1.1%,-11%,x,-2%,3%,-0.4%,4%,-0.1%,1%,
Clc1ccc(-c2csc(=Nc3cccnc3)n2CCCn2ccnc2)cc1Cl,-3.1%,57%,-0.7%,4%,2%,-1.4%,15%,-0.2%,10%,
CC(CN(C(N)=O)c1ccccc1O)C(=O)O (stereo unspecified),0.2%,-2%,-4.4%,x,25%,1.2%,6%,-0.1%,12%,
COc1ccccc1N1C(=O)CC(N2CCc3ccccc32)C1=O (stereo unspecified),14%,-15%,2.1%,12%,6%,-0.8%,5%,-0.3%,6%,
COC(=O)c1cc(NC(=O)c2cccc(Cl)c2)c(=O)oc1/C=C/Nc1cc(C)cc(C)c1,146%,27%,1.6%,x,-2%,-0.5%,42%,0.1%,93%*,
COc1ccc(-c2nsc(SCC(=O)Nc3cc(C)on3)n2)cc1,-0.3%,-32%,-6.0%,-6%,18%,0.0%,3%,0.3%,6%,
Cn1cnc([N+](=O)[O-])c1N=C(N)N,1.5%,-6%,-1.3%,0%,15%,0.0%,7%,0.6%,11%,
CC(O)c1ccc(-n2cnnn2)cc1 (stereo unspecified),-0.9%,-24%,11%,-5%,37%,-0.1%,10%,0.3%,19%,
CCCN1CCN(C(=O)CCNC(=O)Cn2cnc3ccccc3c2=O)CC1,0.9%,-30%,-3.8%,-8%,3%,-0.4%,12%,-0.1%,8%,
COc1ccc(CNC(=O)COC(=O)CCC(=O)c2cccs2)cc1,0.0%,-7%,5.2%,0%,1%,0.1%,0%,-0.2%,9%,

# Overlap with the part before: two compounds; new compounds follow.
SMILES,HIV peptide binding,NOD1 NF-kB reporter,KOR beta-arrestin-1,NS5 inhibitors,KOR beta-arrestin-2,West Nile antiviral,GPR55 LPI antagonism,GPR55 activation,GPR35 antagonists,others
CCCN1CCN(C(=O)CCNC(=O)Cn2cnc3ccccc3c2=O)CC1,0.9%,-30%,-3.8%,-8%,3%,-0.4%,12%,-0.1%,8%,
COc1ccc(CNC(=O)COC(=O)CCC(=O)c2cccs2)cc1,0.0%,-7%,5.2%,0%,1%,0.1%,0%,-0.2%,9%,
Cc1cc(CNC(=S)Nc2ccc(Br)cc2Cl)nn1C,-0.4%,-8%,-0.2%,-11%,-8%,-0.8%,14%,-0.1%,-3%,
O=C(CSc1ccc(F)cc1)Nc1ccc2c(c1)C(=O)NC2=O,-0.3%,-17%,-0.9%,0%,-24%,-0.2%,-28%,0.2%,4%,
C/C(=N\O)C(=O)Nc1ccccc1,0.4%,1%,0.7%,1%,6%,-0.1%,-3%,0.2%,0%,
COc1ccc(N(CC(=O)NC2CCCCC2)C(=O)CNC(=O)c2ccco2)cc1,0.8%,-36%,-4.4%,-6%,-27%[20 µM],-0.1%,14%,0.2%,2%,
CCS(=O)(=O)c1ccc2oc(SCC(=O)NC34CC5CC(CC(C5)C3)C4)nc2c1,1.3%,0%,-1.2%,-3%,-10%,0.0%,7%,-0.2%,-2%,
Cc1ccc(CN2CCC(Oc3cccc(C(=O)N(C)CCN(C)C)c3)CC2)cc1C,0.1%,40%,2.2%,x,-19%[20 µM],1.7%,4%,1.0%,-1%,
Cc1cc(NC(=O)c2ccccc2)ncc1NC(=O)c1ccco1,0.1%,-26%,-2.2%,2%,23%,-0.2%,5%,-0.2%,23%,
CCC(=O)N1CCN(c2ccc(NC(=O)c3ccc([N+](=O)[O-])o3)cc2)CC1,-2.4%,5%,-2.1%,-2%,16%[20 µM],-1.8%,10%,0.5%,3%,
CCn1c(CCn2ccnc2C)n[nH]c1=S,-2.7%,-15%,-3.0%,-6%,-1%,0.3%,17%,0.2%,-12%,
O=c1c2ccccc2nc(/C=C/c2ccc(Cl)cc2)n1CCO,-0.5%,1%,-1.6%,-6%,-22%,-0.1%,6%,-0.1%,4%,
Cc1ccc(C)c(NC(=O)NNC(=O)c2cc3ccccc3cc2O)c1,4.9%,-12%,-1.8%,-1%,7%,0.7%,-25%,-0.1%,-1%,
COc1ccc(Cl)cc1NC(=O)CCN1C(=O)C2CC=CCC2C1=O (stereo unspecified),1.4%,-16%,0.4%,-4%,14%,-0.3%,14%,-0.1%,9%,
Cc1c(C#N)c(N=CN(C)C)c(C(=O)c2ccccc2)n1-c1ccccc1,0.1%,4%,-2.8%,-4%,35%,-0.2%,6%,-0.1%,4%,
O=C(NC1CC2CCC1C2)c1ccco1 (stereo unspecified),-1.4%,-9%,-6.9%,0%,3%,-0.3%,-2%,0.2%,10%,
COC(=O)c1cccc(NC(=O)C2C3CCC(C3)C2C(=O)O)c1 (stereo unspecified),-3.4%,0%,13%,-3%,-53%,0.4%,-13%,-0.1%,19%,NS5 inhibitors pilot replicate=-3.9
COc1ccc2[nH]c(C(=O)N(Cc3ccccn3)Cc3ccccn3)cc2c1,0.3%,2%,3.7%,8%,7%,0.3%,6%,-0.2%,-4%,
COc1cc(/C=C2/CC/C(=C/c3ccc(O)c(OC)c3)C2=O)ccc1O,25%,21%,14%,-80%,-266%,0.8%,-29%,0.0%,9%,
CCC(CNc1cc(OC)cc2cccnc12)NC1CCCCC1 (stereo unspecified),40%,21%,1.4%,39µM*,-21%,-0.1%,8%,-0.1%,15%,
Cc1cccc(NCc2cccc3ccccc23)n1,1.0%,-42%,-2.8%,4%,2%,0.4%,21%,-0.2%,6%,
Cn1c(=O)c2sccc2n(Cc2ccc(Br)cc2)c1=O,-0.8%,16%,-2.9%,-6%,-3%[20 µM],-1.1%,2%,-0.1%,-8%,
Cc1nc(N2CCOCC2)c2c(C)c(C(=O)Nc3ccccc3Cl)sc2n1,1.4%,-14%,1.4%,-1%,-30%,0.4%,1%,0.1%,-6%,
COc1cc(C)c(Cl)cc1S(=O)(=O)NCC1CCCO1 (stereo unspecified),-0.3%,-8%,-3.0%,3%,18%,0.1%,7%,0.4%,10%,
Cc1cc(S(=O)(=O)N(Cc2ccccc2F)C2CC2)ccc1-n1cnnn1,-1.3%,31%,x,-3%,11%[20 µM],-1.1%,10%,0.2%,10%,
O=C(Nc1cccc(C(F)(F)F)c1)c1cc(Br)cc2c1OCC2,0.7%,-4%,-0.8%,5%,-3%,-0.1%,11%,-0.1%,-4%,
Nc1ccc(N2CCOCC2)c(S(=O)(=O)Nc2cc(Cl)ccc2Cl)c1,9.3%,-34%,-3.0%,-8%,-7%,-0.1%,4%,-0.3%,3%,
C=CCc1cccc2cc(C(=O)N(CC)CC)c(=O)oc12,2.5%,6%,-2.0%,-10%,-8%,0.0%,6%,0.0%,25%,
Cc1ccc(S(=O)(=O)NCCCCCC(N)=O)cc1,1.1%,-4%,-4.8%,1%,4%,0.8%,-3%,-0.1%,7%,
Cc1ccc(C(=O)NC2CCN(C(=O)Nc3ccccc3Cl)CC2)cc1,-0.8%,-25%,0.7%,-4%,3%,-0.6%,8%,-0.2%,-10%,
O=C(COC(=O)CN1C(=O)C2CC=CCC2C1=O)Nc1cc(C(F)(F)F)ccc1N1CCOCC1 (stereo unspecified),2.8%,-10%,-5.4%,0%,1%,-0.1%,7%,0.2%,16%,
CC1CCC(N2CCN(C(=O)c3ccccc3F)CC2)CC1 (stereo unspecified),-0.5%,-7%,-4.1%,3%,-4%[20 µM],-0.3%,0%,-0.2%,6%,NS5 inhibitors pilot replicate=3.0
COCCN=C1N[C@@H](c2ccc(Br)cc2)C(C(=O)OC)=C(C)N1Cc1ccccc1,0.8%,-24%,1.1%,2%,-109%[20 µM],-1.5%,58%,0.0%,10%,
CCn1nc(C)c(CNC(=O)C2CCC(=O)N(Cc3ccc(Cl)cc3)C2)c1C (stereo unspecified),2.5%,4%,1.5%,-2%,5%,1.0%,13%,-0.1%,16%,
Cc1cc(C(=O)N/N=C/c2ccc[nH]2)n[nH]1,-0.1%,-32%,-5.5%,11%,0%,-0.1%,6%,-0.2%,3%,
CCN(CC)S(=O)(=O)c1cc(Cl)ccc1OC,-0.1%,-27%,-1.6%,1%,-6%,0.0%,-5%,-0.2%,-16%,
O=C(CSc1nnc(-c2cnccn2)n1Cc1ccco1)Nc1ccc(Br)cc1,1.9%,-16%,12%,-6%,-2%,-0.6%,3%,-0.1%,14%,
CS(=O)(=O)c1ccc2nc(NC(=O)c3cc(-c4ccccc4)nn3-c3ccccc3)sc2c1,-1.3%,52%,2.0%,x,x,2.5%,-5%,0.1%,13%,
CCC(Cc1ccccc1)NC(=O)C1CC1 (stereo unspecified),-1.3%,-20%,-5.2%,-2%,20%[20 µM],-0.5%,-14%,-0.1%,-6%,
N#CC12CCCCC1CC1CCCCC1(C#N)N2N (stereo unspecified),2.4%,-3%,2.7%,7%,-8%,0.8%,12%,-0.1%,15%,
S=C1NC2=C(CCC/C2=C\c2ccccc2)C(c2ccccc2)N1 (stereo unspecified),6.2%,-19%,3.6%,22%,-34%,-0.3%,18%,0.3%,-9%,
CC(C)N1C(=O)CCC1C(=O)N1CCCc2ccccc21 (stereo unspecified),3.2%,-15%,0.0%,-2%,13%,-0.5%,10%,-0.1%,14%,
C=CCSc1nnc(-c2sc(-c3ccccc3)nc2C)n1C,0.5%,-20%,-3.2%,-7%,-9%,-0.9%,10%,0.1%,-4%,
Cn1c(=O)c2c(nc(Br)n2CCCc2ccccc2)n(C)c1=O,-0.3%,1%,2.1%,-4%,-46%,-0.1%,-5%,-0.2%,14%,
O=[N+]([O-])c1cccc(-c2ccc(C(=S)N3CCN(c4ccccc4)CC3)o2)c1,-1.9%,-8%,0.8%,x,9%,0.1%,11%,-0.1%,-1%,
O=C(Nc1ccc(F)cc1)Nc1nnc(Cc2ccccc2)s1,-1.6%,-7%,5.5%,-14%,-45%[20 µM],-0.9%,1%,-0.3%,-12%,
O=C(NC(=S)N1CCOCC1)c1ccccc1Cl,0.9%,14%,1.8%,-3%,-7%,0.8%,-7%,-0.2%,-15%,
Cn1nccc1C(=O)OCC(=O)Nc1ccc(S(N)(=O)=O)cc1,1.2%,-27%,-4.3%,0%,-24%,-0.4%,0%,-0.2%,9%,
